Assay outcomes (PubChem BioAssay)
DYRK1A inh: inhibitors of rat Dyrk1A kinase; ADP-Glo luminescence, NFATc1 peptide; inhibition, % at 12.5 µM; AID 504441; Q63470; actives 0.43% (n = 310,000); in the data active = inhibition above about 50%;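 note: plate controls were vehicle with enzyme for no effect and no enzyme for full effect; many of its hits are not listed in these tables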
KCNK9 block: human KCNK9 channel inhibition; Q9NPC2; HEK293 KCNK9, FluxOR thallium flux fluorescence; stronger effect = lower value; B-score at 10 µM; actives 1.2% (n = 310,000); AID 488922;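 active = ratio B-score over 3 SD below the library mean, with starting fluorescence within 5 SD of its mean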;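 note: negative B-score means less thallium flux so channel inhibition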
Target sequence (Q9NPC2 whole entry, looked up): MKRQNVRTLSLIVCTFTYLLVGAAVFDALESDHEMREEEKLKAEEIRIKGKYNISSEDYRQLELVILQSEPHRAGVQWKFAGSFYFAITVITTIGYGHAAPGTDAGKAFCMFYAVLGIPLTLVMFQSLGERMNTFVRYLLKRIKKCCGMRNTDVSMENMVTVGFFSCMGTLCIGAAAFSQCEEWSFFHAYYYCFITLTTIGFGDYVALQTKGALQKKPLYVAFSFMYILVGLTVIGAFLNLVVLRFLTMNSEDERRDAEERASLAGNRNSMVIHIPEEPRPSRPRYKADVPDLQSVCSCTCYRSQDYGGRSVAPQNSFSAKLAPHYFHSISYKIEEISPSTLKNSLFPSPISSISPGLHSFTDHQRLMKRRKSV
HDAC3 inhib: human HDAC3 inhibition; O15379; recombinant HDAC3, fluorogenic peptide/trypsin coupled, fluorescence; inhibition, % at 8.3 µM; actives 0.15% (n = 320,000); AID 2718; in the data active = inhibition above about 26%, passing the limit was not always enough
Target sequence (O15379 whole entry, looked up): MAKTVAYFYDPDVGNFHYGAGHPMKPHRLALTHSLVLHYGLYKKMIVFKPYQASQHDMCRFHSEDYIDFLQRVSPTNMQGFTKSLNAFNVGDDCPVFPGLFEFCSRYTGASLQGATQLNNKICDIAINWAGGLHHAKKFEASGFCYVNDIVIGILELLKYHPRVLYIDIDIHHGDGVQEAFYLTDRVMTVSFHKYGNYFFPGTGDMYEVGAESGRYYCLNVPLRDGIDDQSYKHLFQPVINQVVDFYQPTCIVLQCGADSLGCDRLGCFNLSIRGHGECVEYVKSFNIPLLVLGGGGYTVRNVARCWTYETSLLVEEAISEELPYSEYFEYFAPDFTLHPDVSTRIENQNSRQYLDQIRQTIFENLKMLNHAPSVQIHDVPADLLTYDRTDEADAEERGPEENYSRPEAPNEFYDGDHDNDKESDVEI
hERG protect: shields human hERG channel from block by proarrhythmic agents | Q12809 | actives 0.51% (n = 310,000) | activation (rescue from dofetilide block), less the hit threshold, % at 10 µM | AID 1511 | CHO-hERG, FluxOR thallium flux, dofetilide IC70 present;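 active = activation above the mean of controls blocked by dofetilide plus 5 SD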;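 note: thallium influx through hERG after potassium depolarization seen as dye fluorescence rise; in these data hits start at about 4.7%; inactives centre near -7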
TRPC4 PAM: TRPC4 (mouse) allosteric potentiation; HEK293 TRPC4beta/mu-opioid, DAMGO EC20, Fluo-4 Ca2+ flux; stronger effect = higher value; B-score at 10 µM; Q9QUQ5; actives 0.42% (n = 310,000);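 active = B-score of calcium response area above 5 SD of library B-scores, with initial fluorescence ratio within 5 SD of library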;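 note: B-score of integrated fluorescence ratio over time as area under calcium response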
ANO1 activ: activates or potentiates the mouse TMEM16A chloride channel; HEK293 TMEM16A/YFP-H148Q/I152L, iodide quench fluorescence; stronger effect = lower value; AID 623877; B-score at 10 µM; Q8BHY3; actives 0.3% (n = 340,000);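 active = fluorescence-ratio B-score plate-corrected deviation score at least 3 library SD below zero, with starting fluorescence score within 5 deviations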;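 note: channel opened by trigger with iodide after compound preincubation; score built on the fluorescence ratio of max minus min over baseline; more negative score means more quench and so TMEM16A activation or potentiation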
TMEM16A inh: blocks the mouse calcium-activated chloride channel TMEM16A. Q8BHY3. HEK293 TMEM16A/YFP iodide influx fluorescence, ionomycin. normalized B-score (activity score, 25-100; higher = stronger inhibition) at 10 µM. actives 1.2% (n = 310,000);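 active = ratio plate-corrected score three or more library SD toward inhibition, starting fluorescence score within five deviations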;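 note: score derived from kinetic fluorescence span divided by baseline fluorescence per well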
KCNK3 block: human KCNK3 channel inhibition, primary screen; O14649; CHO-KCNK3 thallium flux, FluxOR fluorescence; stronger effect = lower value; B-score at 10 µM; actives 0.84% (n = 340,000);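 active = B-score under library mean minus 4 SD, starting fluorescence ratio at most library mean plus 5 SD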;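 note: more negative B-score means stronger inhibition of thallium flux through KCNK3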
TRPC4 agonist: opens the mouse TRPC4 cation channel; HEK293 TRPC4beta/mu-opioid, Fluo4 calcium fluorescence; stronger effect = higher value; B-score at 10 µM; actives 0.49% (n = 310,000); AID 2237;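 active = B-score above 5 SD of library B-scores, and initial fluorescence ratio not above library mean plus 5 SD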;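 note: positive B-score marks a calcium rise read as TRPC4 activation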
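System – HEK293 cells stably co-expressing mouse TRPC4beta and mu-opioid receptor · Signal – Fluo4 calcium-sensitive dye fluorescence, kinetic, 1 Hz baseline · Benchmarks – buffer (low) and maximal DAMGO (high) · Read-out – B score of integrated fluorescence ratio per well · Incubation – dye loading 45 min room temperature, 110 s kinetic read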
KCNQ1 act: human KCNQ1 channel potentiation or activation | P51787 | CHO-K1 KCNQ1, thallium flux FluxOR fluorescence; stronger effect = higher value | B-score at 10 µM | actives 0.35% (n = 310,000) | AID 2648;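 active = fluorescence ratio B-score, a plate-corrected score, at least three library SD, with initial intensity B-score within 5 SD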
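Assay system: CHO-K1 cells stably expressing KCNQ1. Medium: assay buffer for compound exposure, DMSO matched across wells. Timing: 37 °C overnight plating, 90-min dark dye load, 20-min compound pretreatment. Signal: kinetic FluxOR fluorescence, 10 s baseline plus 110 s post-stimulus.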
KCNQ1 block: human KCNQ1 channel inhibition. CHO-K1 KCNQ1, FluxOR thallium flux fluorescence; stronger effect = higher value. B-score at 10 µM. actives 1.3% (n = 310,000);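 active = compounds whose thallium flux B-score, printed positive for inhibition, exceeds three library SD while starting fluorescence stays within three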;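 note: channel opened by potassium depolarization with thallium stimulus after 20 min compound exposure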
Numbers without * were called inactive; i = inactive; / = no result given. Not all compounds are listed. The share of hits here may be higher or lower than overall.

compound | TRPC4 PAM | TMEM16A inh | ANO1 activ | DYRK1A inh | HDAC3 inhib | KCNK3 block | KCNQ1 act | KCNK9 block | KCNQ1 block | hERG protect | TRPC4 agonist
CC(=O)C1=C(O)CC(C)(C)CC1=NCc1nc2ccccc2[nH]1 | i | i | i | -4.5 | -0.7 | i | i | i | i | -3.6 | i
CCCc1cc(C(=O)Nc2sc3c(c2C#N)CCC3)no1 | i | i | i | 1.2 | 3.6 | i | i | i | i | -6.9 | i
O=C(CSc1nnc(-c2ccccc2)o1)NC1CCCC1 | i | i | i | 7.5 | 0.7 | i | i | i | i | -7.0 | i
COc1ccc(NC(=O)C(=O)NCc2ccncc2)c(OC)c1 | i | i | i | -0.3 | 8.6 | i | i | i | i | -6.1 | i
O=C(CNC(=O)c1ccc(OC(F)F)cc1)NCc1ccccn1 | i | i | i | -1.3 | 5.8 | i | i | i | i | -17.8 | i
COc1ccc(-c2[nH]ncc2CN2CCCCCCC2)c(OC)c1 | i | i | i | / | 2.4 | i | i | i | i | -12.9 | i
Cc1ccccc1C(=O)Nc1ccnn1C1CCN(C(=O)c2ccoc2)CC1 | i | i | i | 0.4 | -3.3 | i | i | i | i | -7.3 | i
COCC(=O)N1CCC(Oc2ccc(C(=O)N(C)CCCC3CCCC3)cc2)CC1 | i | i | i | 0.3 | 2.6 | i | i | i | i | -9.2 | i
Cc1ccc(-c2ccc(S(=O)(=O)N3CCN(C)CC3)cc2)cc1 | i | 100* | i | -3.9 | 3.2 | i | i | i | i | -5.4 | i
COc1ccc(CCNC(=O)c2cnc3scc(C)n3c2=O)cc1OC | i | i | i | 0.9 | 3.6 | i | i | i | i | -1.6 | i
Cc1ccc(/C=N/n2c(C)nc3ccccc3c2=O)s1 | i | i | / | / | -1.1 | / | i | i | i | -7.2 | i
CC(C)OC(=O)c1cccc(-c2ccc(C=O)o2)c1 | i | i | i | -7.1 | 4.4 | i | i | i | i | -2.2 | i
O=C(Nc1cccc(Cl)c1)C1CCN(C(=O)c2cccs2)CC1 | i | i | i | 0.0 | 1.7 | i | i | i | i | -6.4 | i
O=C(c1cc(=O)c2ccccc2o1)N1CCCc2ccccc21 | i | i | i | 4.8 | -7.5 | i | i | i | i | -6.7 | i
O=C(NC(=S)Nc1cc(C(F)(F)F)ccc1N1CCOCC1)c1sc2ccccc2c1Cl | i | i | i | -23.7 | -7.9 | i | i | i | i | -5.5 | i
CC(=O)N1[C@H](Cc2ccccc2)C=C[C@]1(C)C(=O)NCc1ccc(C)o1 | i | i | i | 4.3 | 0.2 | i | i | i | i | -10.8 | i
NC(=O)c1ccsc1NC(=O)C1CC1 | i | i | i | 2.7 | 7.1 | i | i | i | i | -7.0 | i
O=C1CC(N2CCCc3ccccc32)C(=O)N1c1ccccc1 (configuration not stated) | i | i | i | -4.2 | 2.7 | i | i | i | i | -19.6 | i
CN1CCc2c(n(CC(O)CN3CCN(CCO)CC3)c3ccccc23)C1=O (configuration not stated) | i | i | i | -3.3 | -2.0 | i | i | i | i | -15.7 | i
O=C(Cc1cccs1)NC(Cc1c[nH]c2ccccc12)C(=O)O (configuration not stated) | i | i | i | 0.4 | 4.3 | i | i | i | i | -5.0 | i
COc1cc2c(cc1NC(=O)c1cccc(S(=O)(=O)N(C)C)c1)oc1ccccc12 | i | i | i | -5.3 | -1.9 | i | i | i | i | -2.3 | i
CCC1(C)Cc2ccccc2-c2[nH][nH]c(=O)c21 (configuration not stated) | i | i | i | 46.8 | -0.1 | i | i | i | i | -6.3 | i
CC(=O)c1ccc(NS(=O)(=O)c2cccc(C(=O)Nc3ccccc3C(=O)O)c2)cc1 | i | i | i | 3.5 | 6.5 | i | i | i | i | -6.4 | i
O=C(c1ccc(S(=O)(=O)N2CCOCC2)cc1)N(c1ccc(F)cc1)C1C=CS(=O)(=O)C1 (configuration not stated) | i | i | i | / | 14.5 | i | i | i | i | -2.8 | i
O=C(c1cnccn1)N1CCN(C/C=C/c2ccccc2)CC1 | i | i | i | -8.1 | -4.0 | i | i | i | i | -4.1 | i
Cc1c(NC(=O)c2cc(-c3ccc(Cl)s3)nc3ccccc23)c(=O)n(-c2ccccc2)n1C | i | i | i | -4.9 | 3.3 | i | i | i | i | -28.3 | i
CC(=O)c1coc2ccc(OCC(=O)O)cc12 | i | i | i | 13.4 | -11.1 | i | i | i | i | -1.6 | i
CCC(C)NC(=O)c1cc(-c2ccc3c(c2)OCO3)on1 (configuration not stated) | i | i | i | -0.9 | 7.1 | i | i | i | i | -3.1 | i
Nc1ccc(Br)c2cccnc12 | i | i | i | 5.7 | -1.2 | i | i | i | i | -3.3 | i
COc1ccc(NC(=O)C2CCN(S(=O)(=O)c3cccc4nonc34)CC2)cc1 | i | i | i | -6.6 | 15.5 | i | i | i | i | -8.7 | i
Cc1ccc(NC(=S)NC(=O)c2ccc(F)cc2)cc1S(=O)(=O)Nc1cccc(Cl)c1 | i | i | i | 2.9 | -1.1 | i | i | i | i | -14.1 | i
COC(=O)C1=CN(Cc2cccs2)C=C(C(=O)OC)C1c1ccc(OC)cc1OC | i | i | i | -9.8 | -17.0 | i | i | i | i | -7.9 | i
Cc1cc(C)cc(C(=O)Nc2ccc(N3CCCC3)cc2)c1 | i | i | i | 5.8 | / | i | i | i | i | -2.1 | i
Cc1ccc(NC(=O)c2cccc(S(=O)(=O)N3CCN(c4ccc(F)cc4)CC3)c2)nc1 | i | i | i | 21.5 | 0.4 | i | i | i | i | -8.7 | i
O=C(c1ccc(C#CC2(O)CCCCC2)cc1)N1CCN(C(c2ccccc2)c2ccccc2)CC1 | i | i | i | 15.4 | 7.6 | i | i | i | i | -16.3 | i
Fc1ccccc1-c1nc(N2CCCCC2)c2ccccc2n1 | i | i | i | 0.2 | -1.2 | i | i | i | i | -5.7 | i
O=C(Nc1ccc2c(c1)OCCO2)C1CCN(c2ncccn2)CC1 | i | i | i | -2.6 | 1.8 | i | i | i | i | -4.9 | i
COC(=O)c1cnc(SCc2ccc([N+](=O)[O-])cc2)n1C | i | i | i | / | -9.1 | i | i | i | i | -4.8 | i
CCCc1nnc(-c2ccc(OC)cc2)o1 | i | i | i | -6.9 | -1.9 | i | i | i | i | -14.2 | i
C=C1CC2C(=O)N(Cc3ccccc3)C(C(=O)OCC)(C(=O)OCC)C1N2C(=O)OC(C)(C)C (configuration not stated) | i | i | i | 0.5 | -2.7 | i | i | -11.7* | i | -9.2 | i
CCOC(=O)C(C)Oc1ccc(C2NC(=O)NC(C)=C2C(C)=O)cc1Br (configuration not stated) | i | i | i | -9.1 | 0.1 | i | i | i | i | -8.8 | i
CS(=O)(=O)c1ccc(-c2cc(Br)sc2-c2ccc(F)cc2)cc1 | i | i | / | / | -0.9 | / | i | i | i | -8.1 | i
Cc1nc(N2C(=O)C(=O)/C(=C(/O)c3ccccc3)C2c2ccco2)sc1C (configuration not stated) | i | i | i | 3.9 | 8.5 | i | i | i | i | -1.6 | i
CCOC(=O)N1CCN(C(=O)CCn2nc(-c3ccccc3)ccc2=O)CC1 | i | i | i | 1.2 | 2.2 | i | i | i | i | -11.4 | i
C=CCn1cc(CN2CCC(C(=O)Nc3cccc(-c4cccc(Cl)c4)c3)CC2)c(C)n1 | i | i | i | 4.9 | 1.3 | i | i | i | i | -25.0 | i
CCOC(=O)CCn1c2nc(C)cc(C)c2c(=O)n1-c1ccccc1 | i | i | i | 11.1 | -27.7 | i | i | i | i | -6.6 | i
COc1cc(C(=O)NCC(=O)N/N=C/c2ccc(-c3ccc([N+](=O)[O-])cc3)o2)cc(OC)c1OC | i | i | i | 3.1 | 8.4 | -10.1* | i | i | i | -14.4 | i
CCOc1ccc(C2C(C(=O)O)CCC(=O)N2C2CCCCC2)cc1 (configuration not stated) | i | i | i | -2.0 | 3.7 | i | i | i | i | -7.8 | i
CCc1nnc2n1N=C(c1ccc(Cl)cc1Cl)CS2 | i | i | i | -1.5 | -0.6 | i | i | i | i | -1.0 | i
CCOc1ccc(-n2c(O)c(/C=N/Nc3nc(C)cc(C)n3)c3ccccc3c2=O)cc1 | i | i | i | 9.3 | -8.1 | i | i | i | i | -7.4 | i
O=C(CSc1nnc(-c2ccc(Cl)cc2Cl)n1C1CCCCC1)NC1CCS(=O)(=O)C1 (configuration not stated) | i | i | i | -2.3 | 1.0 | i | i | i | i | -2.1 | i
O=C(NCCCn1ccnc1)c1cc2ccccc2oc1=O | i | i | i | -1.9 | -2.4 | i | i | i | i | -6.4 | i
CCOc1ccc(NC(=O)CCC(=O)NNC(=O)c2ccco2)cc1 | i | i | i | / | 4.1 | i | i | i | i | -2.0 | i
CCn1c(CNc2ccc(F)cc2)nnc1SCCN1CCCCC1 | i | i | i | -0.2 | 2.3 | i | i | i | i | -16.3 | i
OCCc1c[nH]c2cc(F)ccc12 | i | i | i | 2.5 | -1.8 | i | i | i | i | -5.3 | i
Clc1nn2cnnc2c2ccccc12 | i | i | i | 7.2 | -16.2 | i | i | i | i | -5.8 | i
COCCn1c(SCC(=O)NCc2ccc3c(c2)OCO3)nc2ccccc2c1=O | i | i | i | 0.9 | -1.6 | i | i | i | i | -2.3 | i
N=c1c(C(=O)NCc2ccco2)cc2c(=O)n3ccccc3nc2n1C1CCCC1 | i | i | i | 3.5 | -56.7 | i | i | i | i | -18.1 | i
CCn1nc(NC(=O)C(C)C)c2cc3cccc(C)c3nc21 | i | i | i | 8.2 | -4.9 | i | i | i | i | -10.3 | i
Cc1c(C(=O)N2CCCC2)sc(NC(=O)c2cccs2)c1C#N | i | i | i | -4.0 | 13.0 | i | i | i | i | 3.5 | i

Following part.
compound | TRPC4 PAM | TMEM16A inh | ANO1 activ | DYRK1A inh | HDAC3 inhib | KCNK3 block | KCNQ1 act | KCNK9 block | KCNQ1 block | hERG protect | TRPC4 agonist
CC(NC(=S)Nc1ccc(Cl)cc1)C(c1ccccc1)N1CCOCC1 (configuration not stated) | i | i | i | 2.6 | / | i | i | i | i | -6.9 | i
CCN(CC(=O)NCc1ccncc1)S(=O)(=O)c1cc(Cl)ccc1Cl | i | i | i | 7.6 | -1.8 | i | i | i | i | -8.9 | i
C[C@H](NC(=O)c1nc[nH]c1C(=O)N[C@H](C)c1ccccc1)C(=O)OCc1ccccc1 | i | i | i | 5.2 | 15.5 | i | i | i | i | -6.8 | i
Cn1c(=O)cc(SCC(=O)NCCN2CCN(c3ccccc3F)CC2)c2cc(Cl)ccc21 | i | i | i | 0.5 | -8.4 | i | i | i | i | -12.3 | i
O=C(CCc1nnc(Cc2c[nH]c3ccccc23)o1)NC1CCCC1 | i | i | i | 5.2 | 6.6 | i | i | i | i | -10.0 | i
